High-throughput results (PubChem)
ANO1 block: TMEM16A chloride channel inhibitors, primary screen, cell-based, HTS; Anoctamin-1 (Mus musculus), Q8BHY3; HEK293 TMEM16A/YFP iodide influx fluorescence, ionomycin; normalized B-score (activity score, 25-100; higher = stronger inhibition) at 10 µM; 1.2% of 310,000 active; AID 588511, 2011;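 active = ratio plate-corrected score three or more library SD toward inhibition, starting fluorescence score within five deviations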;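 also: score derived from kinetic fluorescence span divided by baseline fluorescence per well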
TMEM16A act: TMEM16A chloride channel activators or potentiators, primary screen, cell-based, HTS; Anoctamin-1 (Mus musculus), Q8BHY3; HEK293 TMEM16A/YFP-H148Q/I152L, iodide quench fluorescence; stronger effect = lower value; B-score at 10 µM; 0.3% of 340,000 active;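 active = fluorescence-ratio B-score plate-corrected deviation score at least 3 library SD below zero, with starting fluorescence score within 5 deviations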;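 also: channel opened by trigger with iodide after compound preincubation; score built on the fluorescence ratio of max minus min over baseline; more negative score means more quench and so TMEM16A activation or potentiation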
MrgX1 allo act: positive allosteric modulators of MrgX1, primary screen, HEK293 cells, Fluo-4 calcium flux. FDSS; stronger effect = higher value. B-score at 10 µM. 0.63% of 310,000 active. AID 588675, 2011;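 active = plate-corrected calcium response at least 3 library SD above typical, normal starting fluorescence, not activating the receptor alone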;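 also: compound read alongside a low EC10 to EC30 dose of BAM8-22 agonist; peak minus trough fluorescence over baseline measured at the second addition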
MrgX1 agonist: agonists of human MrgX1 receptor, primary screen, HEK293 cells, Fluo-4 calcium flux; Mas-related G-protein coupled receptor member X1 (Homo sapiens), Q96LB2; Fluo-4 calcium fluorescence, agonist mode; stronger effect = higher value; B-score at 10 µM; 0.44% of 310,000 active;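 active = calcium response B-score plate-corrected fluorescence ratio at least 3 library SD, with starting fluorescence B-score inside 5 SD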
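Assay system: MrgX1-expressing HEK293 cells / Amount: fifteen thousand cells per well / Doses: test compound in the initial addition of three / Timing: cells plated overnight, dye loaded 0.5 h 37 °C, 0.5 h room temperature / Technique: kinetic calcium dye fluorescence, Fluo-4 NW / Control set: positive and negative controls per plate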
MrgX1 antag: antagonists of human MrgX1 receptor, primary screen, HEK293 cells, Fluo-4 calcium flux; Mas-related G-protein coupled receptor member X1 (Homo sapiens), Q96LB2; BAM8-22 antagonism; stronger effect = lower value; B-score at 10 µM; 1.3% of 310,000 active;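 active = calcium-response B-score plate-corrected more than 3 library SD below zero, starting fluorescence within 5 deviations, no agonist response on first addition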;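 also: peak minus trough fluorescence over baseline after final BAM8-22 challenge near maximal dose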
Calls only; i = inactive; nt = no result given. Not all compounds are listed; rates above refer to the full screens.

Start of the listing, in advance, two compounds:
compound	MrgX1 agonist	MrgX1 allo act	MrgX1 antag	ANO1 block	TMEM16A act
O=C1Cc2c([nH]c3ccc([N+](=O)[O-])cc23)-c2ccccc2N1	nt	nt	nt	nt	i
COc1c(O)cc2c(c1O)[C@@H]1OC(CO)C(O)C(O)[C@H]1OC2=O (stereo partly specified)	nt	nt	nt	nt	i

The whole of this part, from the start:
compound	MrgX1 agonist	MrgX1 allo act	MrgX1 antag	ANO1 block	TMEM16A act
O=C1Cc2c([nH]c3ccc([N+](=O)[O-])cc23)-c2ccccc2N1	nt	nt	nt	nt	i
COc1c(O)cc2c(c1O)[C@@H]1OC(CO)C(O)C(O)[C@H]1OC2=O (stereo partly specified)	nt	nt	nt	nt	i
CC1OC(CC(=O)O)CC2=C1C(=O)c1c(O)cccc1C2=O (stereo unspecified)	nt	nt	nt	nt	i
CC(=O)Nc1ccccc1	nt	nt	nt	nt	i
Nc1c2c(nc3ccccc13)CCCC2O (stereo unspecified)	nt	nt	nt	nt	i
COc1ccc(/C=C/C(=O)O)cc1	nt	nt	nt	nt	i
CCn1cc(C(=O)O)c(=O)c2cc(F)c(N3CCNCC3)nc21	nt	nt	nt	nt	i
CCCCCCc1ccc(O)cc1O	i	i	i	i	nt

Single records, from the list above:
O=C1Cc2c([nH]c3ccc([N+](=O)[O-])cc23)-c2ccccc2N1 is listed as MrgX1 agonist: nt; MrgX1 allo act: nt; MrgX1 antag: nt; ANO1 block: nt; TMEM16A act: i
CC(=O)Nc1ccccc1 is listed as MrgX1 agonist: nt; MrgX1 allo act: nt; MrgX1 antag: nt; ANO1 block: nt; TMEM16A act: i

2 successive compounds out of the list so far:
compound	MrgX1 agonist	MrgX1 allo act	MrgX1 antag	ANO1 block	TMEM16A act
O=C1Cc2c([nH]c3ccc([N+](=O)[O-])cc23)-c2ccccc2N1	nt	nt	nt	nt	i
COc1c(O)cc2c(c1O)[C@@H]1OC(CO)C(O)C(O)[C@H]1OC2=O (stereo partly specified)	nt	nt	nt	nt	i
